# TROY NFkB inh: TROY signaling inhibition | 360,000 tested, 0.98% active | inhibition, % at 10 µM | Q293 LMP1-TROYcd NF-kB luciferase reporter, 4 h;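 active = compounds whose plate-normalised and pattern-corrected inhibition of the luciferase reporter signal at the single screening dose is 50% or more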
# LRH-1 inv ag: suppresses constitutive activity of human LRH-1. O00482. HEK293T StAR-luciferase reporter, LRH-1 transfected, 24 h. inhibition, % at 3.6 µM. 360,000 tested, 0.13% active;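 active = inhibition above the mean inhibition of all tested compounds plus 3 SD, cut at about 73% in these data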;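 note: 0% = DMSO wells and 100% = reporter-only cells lacking LRH-1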
# NCOA1 inh: inhibitors of human steroid receptor coactivator 1 (SRC1). Q15788. HEK293 GAL4-SRC1 luciferase reporter, luminescence. inhibition, % at 3.6 µM. 360,000 tested, 0.12% active. AID 588354;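 active = inhibition above the campaign mean plus 3 SD, with each screening campaign given its own cutoff, cut at about 60% in these data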;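 note: 0% = DMSO treated cells and 100% = gossypol at 36 µM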
# Target sequence (Q15788 whole entry, looked up, the tested form may be a part): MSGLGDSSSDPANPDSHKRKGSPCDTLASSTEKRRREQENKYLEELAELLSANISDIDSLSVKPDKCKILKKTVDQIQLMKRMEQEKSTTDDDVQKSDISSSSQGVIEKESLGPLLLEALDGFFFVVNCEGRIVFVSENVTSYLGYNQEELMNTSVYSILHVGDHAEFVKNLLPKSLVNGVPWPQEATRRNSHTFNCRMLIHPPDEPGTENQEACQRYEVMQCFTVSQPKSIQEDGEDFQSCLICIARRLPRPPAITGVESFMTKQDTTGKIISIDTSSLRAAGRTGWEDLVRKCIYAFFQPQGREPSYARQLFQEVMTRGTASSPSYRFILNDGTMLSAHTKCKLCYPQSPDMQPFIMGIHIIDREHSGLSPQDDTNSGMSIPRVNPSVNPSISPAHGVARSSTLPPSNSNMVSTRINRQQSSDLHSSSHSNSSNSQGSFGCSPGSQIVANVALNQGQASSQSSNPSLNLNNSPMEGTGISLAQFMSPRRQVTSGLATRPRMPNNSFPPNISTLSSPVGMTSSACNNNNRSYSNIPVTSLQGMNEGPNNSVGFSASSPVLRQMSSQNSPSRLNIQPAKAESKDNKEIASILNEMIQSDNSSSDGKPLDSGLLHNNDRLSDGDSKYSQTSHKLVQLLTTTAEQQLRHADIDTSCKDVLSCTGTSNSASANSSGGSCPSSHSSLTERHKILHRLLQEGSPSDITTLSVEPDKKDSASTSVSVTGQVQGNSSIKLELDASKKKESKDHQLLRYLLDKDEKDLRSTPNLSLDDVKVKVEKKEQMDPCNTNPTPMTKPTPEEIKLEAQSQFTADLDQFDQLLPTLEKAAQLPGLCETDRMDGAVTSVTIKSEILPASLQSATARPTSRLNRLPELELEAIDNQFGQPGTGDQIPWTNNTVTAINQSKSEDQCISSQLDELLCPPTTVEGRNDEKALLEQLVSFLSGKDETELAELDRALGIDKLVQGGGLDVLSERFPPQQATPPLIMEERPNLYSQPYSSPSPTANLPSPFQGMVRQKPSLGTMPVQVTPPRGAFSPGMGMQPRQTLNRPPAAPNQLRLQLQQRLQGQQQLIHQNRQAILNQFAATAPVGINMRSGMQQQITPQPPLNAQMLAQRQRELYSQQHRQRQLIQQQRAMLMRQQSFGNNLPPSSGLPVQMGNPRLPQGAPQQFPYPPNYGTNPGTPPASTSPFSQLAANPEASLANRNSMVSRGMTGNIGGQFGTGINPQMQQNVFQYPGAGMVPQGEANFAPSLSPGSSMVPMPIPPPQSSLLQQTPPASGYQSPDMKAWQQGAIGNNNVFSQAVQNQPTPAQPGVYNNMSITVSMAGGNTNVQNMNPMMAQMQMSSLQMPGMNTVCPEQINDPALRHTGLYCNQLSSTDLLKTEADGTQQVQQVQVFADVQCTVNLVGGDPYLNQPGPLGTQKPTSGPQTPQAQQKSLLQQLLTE
# TWEAK Fn14 block: blocks TWEAK-Fn14 interaction in a reporter cell assay. AID 1159606. 360,000 tested, 2% active. TWEAK-stimulated Fn14 reporter cells, luciferase luminescence, 8 h. inhibition, % at 10 µM; in the data active = inhibition above about 50%
# NOD2 RIPK2 PPI: inhibitors of human NOD2-RIPK2 interaction; 360,000 tested, 0.38% active; CHO BLA complementation NOD2-RIPK2, CCF4 ratio; inhibition, % at 4.98 µM; AID 624267; O43353; in the data active = inhibition above about 21%;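 note: 0% = vehicle only and 100% = reference blocker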
# SRC3 inh: inhibitors of human steroid receptor coactivator 3 (SRC3) | inhibition, % at 3.6 µM | 360,000 tested, 0.17% active | AID 588352 | HEK293 GAL4-SRC3 luciferase reporter, luminescence | Q9Y6Q9;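 active = inhibition above a per-campaign cutoff, the mean of all compounds plus 3 SD, cut at about 60% in these data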;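 note: 0% = DMSO-treated cells and 100% = gossypol-treated cells at 36 µM; higher means less SRC3-driven luciferase light from the GAL4 reporter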
# NR2F2 inh: inhibitors of human COUP-TFII (NR2F2) | P24468 | HEK293T NGFI-A luciferase reporter, luminescence | inhibition, % at 8.6 µM | 370,000 tested, 0.7% active | AID 686940;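 active = inhibition above a per-plate cutoff, mean inhibition of test wells between control levels plus 3 SD, cut at about 38% in these data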;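 note: cells cotransfected with COUP-TFII expression vector driving the NGFI-A reporter; 0% = median of COUP-TF2 test wells and 100% = reporter-only cells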
# TRAIL sens C8: caspase-8 TRAIL sensitization. NB7+C8 cells + TRAIL, ATPlite viability luminescence. inhibition (viability loss, TRAIL sensitization), % at 10 µM. 360,000 tested, 1% active. AID 624354;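 active = compounds causing at least 50% loss of cell viability in the single-dose screen, relative to plate controls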
# TLR9-MyD88 block: inhibitors of human TLR9-MyD88 binding; Q9NR96+Q99836; CHO BLA complementation TLR9-MyD88, CCF4 FRET ratio; inhibition, % at 4.98 µM; 340,000 tested, 0.21% active; AID 504734;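 active = inhibition above the mean over all tested compounds plus 3 SD, cut at about 21% in these data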;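 note: 0% = DMSO only wells and 100% = clavulanate BLA inhibitor control wells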
# LMP1 NFkB inh: reduces LMP1-driven NF-kappaB luciferase signal; inhibition, % at 12.5 µM; AID 504558; 350,000 tested, 0.69% active; LMP1-induced NF-kappaB luciferase reporter cells, luminescence; in the data active = inhibition above about 41%;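 note: 0% = neutral control wells and 100% = reference inhibitor control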
# NCOA2 inhibitor: human SRC2 (NCOA2) inhibition; Q15596; HEK293 GAL4-SRC2 luciferase reporter, luminescence; inhibition, % at 9 µM; 370,000 tested, 0.17% active; AID 651957;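 active = inhibition above the mean inhibition of all tested compounds plus 3 SD, set per campaign, cut at about 52% in these data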;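 note: 0% = DMSO treated cells and 100% = cells given Gossypol at 36 µM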
# The depositor's hits bear a star; / = not tested or not shown. The list is partial (hit frequency here may not be typical).
no.	Molecule	TROY NFkB inh	LRH-1 inv ag	NCOA1 inh	TWEAK Fn14 block	NOD2 RIPK2 PPI	SRC3 inh
1	O=C(c1ccc(Oc2ccc(Cl)cc2)c([N+](=O)[O-])c1)N1CCCC1	30	50	7	-4	-13	-16
2	O=C1C2CCCCN2C(=O)N1CCCCN1CCN(c2ccccc2Oc2ccccc2)CC1 (stereo unspecified)	1	10	-10	8	-4	12
3	c1cc(-c2cc3nc(NCC4CC4)ccn3n2)ccc1OCCN1CCOCC1	-21	-21	-15	-13	-5	-39
4	c1ccc(C(CN2CCCCC2)Oc2ccccn2)cc1 (stereo unspecified)	3	4	2	2	-5	-3
5	O=C(NC1=NCCS1)C1CCN(S(=O)(=O)c2ccc(Cl)cc2)CC1	2	-17	-10	-17	-2	-26
6	COc1ccc(S(=O)(=O)NN(C)c2ncc(C(F)(F)F)cc2Cl)cc1	-6	4	2	-4	0	11
7	Cc1ccc(C(=O)Nc2ccc(S(=O)(=O)NC3=NCCCCC3)cc2)cc1S(=O)(=O)N1CCOCC1	1	-7	-9	6	-8	-9
8	Cc1cc(-c2[nH]nc3c2C(c2cccc(O)c2)C(C#N)=C(N)O3)c(C)s1 (stereo unspecified)	3	10	5	17	3	4
9	Cc1ccc(-c2nc3c(cnn3-c3ccccc3)c(=O)o2)cc1	-7	-5	-4	3	-3	22
10	Cc1noc(C(=O)Nc2c(C)nn(Cc3ccccc3)c2C)c1Cl	3	12	-2	3	-9	-35
11	N#C/C(=C\c1ccc2c(c1)OCCO2)C(=O)NC1CCCCC1	-41	-2	-14	-18	-7	-40
12	O=C(Nc1ccccc1N1CCCC1)c1cccnc1Cl	10	0	-11	9	5	11
13	CCCC(=O)Nc1ccc(N2CCN(C(=O)c3ccccc3C)CC2)cc1	-6	-2	14	-6	-4	20
14	CC1CCN(CCCNC(=O)CN2C(=O)CSc3ccc(S(=O)(=O)N4CCCCC4)cc32)CC1	-14	5	10	-20	-3	14
15	CC(C)OC(=O)CSc1nnc(CNc2ccc(Cl)cc2)n1Cc1ccccc1	-12	11	5	-2	-2	-7

no.	NR2F2 inh	TRAIL sens C8	TLR9-MyD88 block	LMP1 NFkB inh	NCOA2 inhibitor
1	9	-5	-6	/	-3
2	10	9	6	-9	-14
3	-2	16	/	/	-25
4	-4	-10	-1	-8	-19
5	3	4	-3	-4	-15
6	8	-3	6	-3	-25
7	1	-18	-13	4	18
8	17	-10	5	9	-20
9	8	-19	6	5	-4
10	15	-7	6	1	-6
11	8	5	-4	9	4
12	0	-9	-2	2	-9
13	12	8	-4	33	-16
14	-4	-14	1	-11	-7
15	7	-3	-8	11	16

# The listing continues:
no.	Molecule	TROY NFkB inh	LRH-1 inv ag	NCOA1 inh	TWEAK Fn14 block	NOD2 RIPK2 PPI	SRC3 inh
16	Cc1onc(-c2c(F)cccc2Cl)c1C(=O)OCc1nnc(-c2ccccc2)o1	2	11	-9	-8	-2	-6
17	O=C(Cc1ccc(Cl)cc1)Nc1cccc(S(=O)(=O)N2CCCCC2)c1	22	-40	1	20	-6	12
18	COCc1cc(C)nc(N/N=C/c2ccc(Cl)c(Cl)c2)c1C#N	18	17	6	-20	-23	4
19	CN(C)c1ccc(/C=N/n2c(C3CCCCC3)n[nH]c2=S)cc1	-11	-1	16	-12	3	0
20	CC(C)CN(C(=O)COc1cccc(-n2cnnn2)c1)C1CCS(=O)(=O)C1 (stereo unspecified)	3	-6	1	9	-15	-3
21	CCCSc1nc(C)cc(C)c1S(C)(=O)=O	0	-10	6	2	-3	13
22	O=C(CNC(=O)c1ccccc1)OC1CCCCC1	-35	-155	-75	17	6	-112
23	Cc1ccc(C)c(N2CCN(C(=O)CCC(=O)N3CCOc4ccc(Cl)cc43)CC2)c1	29	15	7	33	-9	8
24	Cc1cccc(-c2cc(C(=O)Nc3ccc4c(c3)OCCO4)c3ccccc3n2)c1	13	-8	-25	55*	-13	-19
25	O=[N+]([O-])c1ccccc1S(=O)(=O)NC1CCCC1	6	4	-12	-6	3	3
26	c1ccc(Cn2nnc3c(N4CCc5ccccc5C4)ncnc32)cc1	-13	5	-19	3	-11	21
27	O=C(NCc1ccccc1)C1C(=O)Nc2ccccc2C(=O)N1Cc1ccccc1 (stereo unspecified)	/	4	/	/	-14	/
28	Cc1ccccc1NC(=O)c1ccc(Nc2c([N+](=O)[O-])cc([N+](=O)[O-])c3ccccc23)cc1	40	2	15	39	10	29
29	COc1cc(-c2c(C#N)c(=O)[nH]c3c2c(C)nn3-c2ccccc2)ccc1O	9	10	-11	4	0	-1
30	Cc1ccc(CS(=O)Cc2ccc(C(=O)NCC(C)c3ccccc3)o2)cc1 (stereo unspecified)	-2	-6	-11	20	-3	4

no.	NR2F2 inh	TRAIL sens C8	TLR9-MyD88 block	LMP1 NFkB inh	NCOA2 inhibitor
16	14	-1	-4	8	6
17	26	9	-9	1	2
18	2	-5	3	-2	11
19	0	-12	3	-7	3
20	-13	6	6	4	4
21	-26	-3	1	-9	12
22	-43	-5	3	-10	-35
23	30	16	6	20	30
24	-2	-5	-9	-8	2
25	1	-13	/	3	-18
26	-2	4	6	-1	-12
27	0	-7	/	/	-12
28	14	10	1	23	5
29	-4	-4	1	-4	-5
30	-4	-5	-9	5	5

# Next records:
no.	Molecule	TROY NFkB inh	LRH-1 inv ag	NCOA1 inh	TWEAK Fn14 block	NOD2 RIPK2 PPI	SRC3 inh
31	Cc1nc2cc(NCc3ccc(Cl)cc3)ccc2n1C	28	-196	-107	30	1	-110
32	CCCCNC(=O)NS(=O)(=O)c1ccc(C(=O)OC(C)C)o1	10	-12	-6	-7	-7	-7
33	CC(=O)NCC(=O)OCC(=O)Nc1ccc(C(C)=O)cc1	8	15	1	-19	3	4
34	Cc1ccc(Oc2c(C)nc(-c3ccccc3)[nH]c2=O)cc1	17	5	12	1	-7	8
35	COc1ccc(C(=O)C(/C=N/O)=N/Nc2ccc(F)cc2)cc1	21	8	1	6	3	-7
36	Cn1c(=O)c2c(nc(NCCc3ccccc3)n2Cc2ccccc2)n(C)c1=O	47	0	4	19	-11	23
37	O=C(Nc1ccncc1)c1cncc(Br)c1	4	-22	17	23	-1	-5
38	CCOC(=O)c1c(-c2ccc(OC)cc2)oc2ccc(OCC(N)=O)cc12	-3	4	6	1	-4	12
39	Cc1ccc(S(=O)(=O)NC(=NC2CCCCC2)c2ccc(F)cc2)cc1	16	13	1	9	-12	-21
40	O=C(NCCS(=O)(=O)NCc1cccs1)c1ccccc1	-5	-11	-2	-22	2	-3
41	O=C(CN1CCOc2ccccc21)N1CCC(Cc2ccccc2)CC1	-2	8	1	22	-9	8
42	Clc1ccc2oc(-c3cccnc3NCc3ccccc3)nc2c1	-27	12	-52	-8	-1	6
43	Cc1c(OC(C)C(=O)NCCCN2CCOCC2)ccc2c3c(c(=O)oc12)CCC3 (stereo unspecified)	2	-3	-2	9	2	10
44	CC(C)C[C@H](NC(=O)c1nc[nH]c1C(=O)NC1CCN(C(=O)OC(C)(C)C)CC1)C(=O)OCc1ccccc1	29	15	3	-15	7	8
45	Cc1ccccc1NC(=O)CN1C(=O)COc2ccc(Cl)cc21	0	-13	12	2	-3	-6

no.	NR2F2 inh	TRAIL sens C8	TLR9-MyD88 block	LMP1 NFkB inh	NCOA2 inhibitor
31	-30	14	-1	11	-42
32	-8	-10	0	3	9
33	4	4	-14	-4	-7
34	8	-13	-1	9	2
35	-15	13	11	11	20
36	-1	-7	5	30	-21
37	6	22	-3	-2	28
38	-6	-4	-6	-14	19
39	13	11	0	5	13
40	-6	-11	-20	-3	8
41	24	-11	-2	-6	5
42	5	13	2	-11	-38
43	8	-5	-8	-1	-2
44	4	25	-2	7	-13
45	0	1	-2	0	7

# Rewritten as labelled records: entries from further up.
35) COc1ccc(C(=O)C(/C=N/O)=N/Nc2ccc(F)cc2)cc1
  TROY NFkB inh: 21
  LRH-1 inv ag: 8
  NCOA1 inh: 1
  TWEAK Fn14 block: 6
  NOD2 RIPK2 PPI: 3
  SRC3 inh: -7
  NR2F2 inh: -15
  TRAIL sens C8: 13
  TLR9-MyD88 block: 11
  LMP1 NFkB inh: 11
  NCOA2 inhibitor: 20

36) Cn1c(=O)c2c(nc(NCCc3ccccc3)n2Cc2ccccc2)n(C)c1=O
  TROY NFkB inh: 47
  LRH-1 inv ag: 0
  NCOA1 inh: 4
  TWEAK Fn14 block: 19
  NOD2 RIPK2 PPI: -11
  SRC3 inh: 23
  NR2F2 inh: -1
  TRAIL sens C8: -7
  TLR9-MyD88 block: 5
  LMP1 NFkB inh: 30
  NCOA2 inhibitor: -21

37) O=C(Nc1ccncc1)c1cncc(Br)c1
  TROY NFkB inh: 4
  LRH-1 inv ag: -22
  NCOA1 inh: 17
  TWEAK Fn14 block: 23
  NOD2 RIPK2 PPI: -1
  SRC3 inh: -5
  NR2F2 inh: 6
  TRAIL sens C8: 22
  TLR9-MyD88 block: -3
  LMP1 NFkB inh: -2
  NCOA2 inhibitor: 28

38) CCOC(=O)c1c(-c2ccc(OC)cc2)oc2ccc(OCC(N)=O)cc12
  TROY NFkB inh: -3
  LRH-1 inv ag: 4
  NCOA1 inh: 6
  TWEAK Fn14 block: 1
  NOD2 RIPK2 PPI: -4
  SRC3 inh: 12
  NR2F2 inh: -6
  TRAIL sens C8: -4
  TLR9-MyD88 block: -6
  LMP1 NFkB inh: -14
  NCOA2 inhibitor: 19

# (continued)
no.	Molecule	TROY NFkB inh	LRH-1 inv ag	NCOA1 inh	TWEAK Fn14 block	NOD2 RIPK2 PPI	SRC3 inh
46	COc1cc2cc(Oc3ccc4ccc(=O)oc4c3)c(=O)oc2cc1O[C@@H]1O[C@H](CO)[C@@H](O)[C@H](O)[C@H]1O	13	9	-21	5	1	-1
47	Cc1ccc(S(=O)(=O)CCC(=O)Nc2cc(C)on2)cc1	-16	16	1	27	-11	-5
48	COc1ccc(C2c3[nH]c4ccccc4c3C[C@H]3C(=O)N(c4ccccc4C(=O)NCCN4CCOCC4)C(=O)N23)cc1 (stereo partly specified)	4	-4	-18	17	-6	23
49	COC(=O)c1ccccc1NC(=S)N1CCC(N2CCCCC2)CC1	-3	-2	-15	2	-7	6
50	CCC(OC(=O)c1nsc(Cl)c1Cl)C(=O)NCC1CCCO1 (stereo unspecified)	-19	-2	-9	-8	-7	9
51	C/C(=N\NC(=O)c1ccccc1)c1ccc(N2CCCCC2)cc1	-44	-120	-89	-12	7	-51
52	CCOc1ccc(CSC(=N)N)cc1[N+](=O)[O-]	11	14	0	14	-7	1
53	CC1=CC(=O)C(C(C)=Nc2ccccc2Cl)C(=O)O1 (stereo unspecified)	9	4	7	1	-5	13
54	CCCCCC(=O)c1c(C)[nH]c(C(=O)OCC)c1C	6	-46	-12	7	5	4
55	O=C(CC(c1ccccc1O)N1CCCCC1)N1CCCCC1 (stereo unspecified)	-45	-20	-10	-20	6	0

no.	NR2F2 inh	TRAIL sens C8	TLR9-MyD88 block	LMP1 NFkB inh	NCOA2 inhibitor
46	-22	-8	3	5	-28
47	-7	-16	-9	-1	5
48	21	8	-9	1	9
49	-10	15	4	4	-14
50	-5	0	-5	0	4
51	-34	18	4	-47	-25
52	-4	-5	1	-18	-17
53	-6	-5	-3	-9	-4
54	-6	-9	-2	8	-27
55	-18	-8	-3	3	-32

# High-throughput results from PubChem BioAssay.
